Screening results: PubChem, several laboratories
M5 PAM: CHRM5 positive allosteric modulation. P08912. CHO-K1 hM5, Fluo-8 calcium, ACh EC20 PAM; 0% = ACh EC20, 100% = ACh EC100. activation, % at 3 µM. 360,000 compounds, 0.3% hits;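 active = activation above the run cutoff, the mean activation of all test compounds plus 3 SD, cut at about 18% in these data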
Target sequence (P08912 whole entry, looked up): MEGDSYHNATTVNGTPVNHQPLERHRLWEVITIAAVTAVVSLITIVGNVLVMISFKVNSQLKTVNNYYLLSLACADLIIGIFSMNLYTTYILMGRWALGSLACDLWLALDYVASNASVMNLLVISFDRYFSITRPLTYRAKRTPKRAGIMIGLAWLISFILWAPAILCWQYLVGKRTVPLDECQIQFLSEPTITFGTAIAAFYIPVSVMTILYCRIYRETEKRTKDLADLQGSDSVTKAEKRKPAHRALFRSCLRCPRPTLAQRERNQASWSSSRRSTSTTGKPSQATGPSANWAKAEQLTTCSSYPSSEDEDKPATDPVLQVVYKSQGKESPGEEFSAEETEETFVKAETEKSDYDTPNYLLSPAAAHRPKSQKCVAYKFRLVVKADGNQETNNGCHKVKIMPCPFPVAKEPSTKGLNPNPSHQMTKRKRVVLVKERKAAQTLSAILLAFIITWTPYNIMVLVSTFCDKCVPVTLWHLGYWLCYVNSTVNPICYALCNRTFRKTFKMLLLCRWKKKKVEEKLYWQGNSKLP
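Assay system – human M5 receptor in CHO-K1 cells · Read-out – % activation, ACh-normalized · Technique – Fluo-8 calcium fluorescence · Dosing – single-point, 3 µM nominal · Incubation – Fluo-8 loading 80 min at 37 °C plus 30 min room temperature · Repeats – singlicate, one well per test compound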
CRFBP-R2 block: antagonists of CRF-binding protein/CRF-R2 receptor complex. HEK293 CRF-R2/CRF-BP, CRF-induced calcium fluorescence. inhibition, % at 11.8 µM. 350,000 compounds, 0.59% hits. AID 588475;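 active = inhibition of the ligand-induced calcium signal above about 50% at the single tested concentration, limit read from the data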
CHRM4 antagonist: antagonists of human muscarinic M4 receptor (CHRM4); P08173; CHO-hM4 cells, ACh EC80, Fluo-8 calcium fluorescence; inhibition, % at 3 µM; 360,000 compounds, 0.73% hits; AID 624125;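 active = inhibition above its plate's cutoff, the mean inhibition of sample wells plus 3 SD, cut at about 27% in these data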;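 note: 0% = acetylcholine EC80 with DMSO and 100% = DMSO without agonist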
Target sequence (P08173 whole entry, looked up): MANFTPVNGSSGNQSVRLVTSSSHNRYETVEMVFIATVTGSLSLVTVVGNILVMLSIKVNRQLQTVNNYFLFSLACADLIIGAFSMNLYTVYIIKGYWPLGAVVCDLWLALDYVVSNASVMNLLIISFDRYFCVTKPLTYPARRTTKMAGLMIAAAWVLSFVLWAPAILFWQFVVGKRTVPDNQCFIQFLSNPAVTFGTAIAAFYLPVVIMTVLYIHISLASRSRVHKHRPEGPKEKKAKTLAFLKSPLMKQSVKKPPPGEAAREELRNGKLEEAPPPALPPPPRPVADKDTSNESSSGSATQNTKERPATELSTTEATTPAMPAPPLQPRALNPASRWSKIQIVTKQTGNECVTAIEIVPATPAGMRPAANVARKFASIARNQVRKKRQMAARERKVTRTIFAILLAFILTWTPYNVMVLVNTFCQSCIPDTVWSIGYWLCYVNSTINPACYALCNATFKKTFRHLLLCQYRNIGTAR
CHRM4 PAM: positive allosteric modulators of human muscarinic M4 receptor; P08173; CHO-K1 hM4/Gqi5, Fluo-8 calcium fluorescence, ACh EC20; 0% = ACh EC20, 100% = maximal ACh; activation, % at 3 µM; 360,000 compounds, 0.4% hits; AID 624126;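 active = activation above its plate's cutoff, the mean activation of sample wells plus 3 SD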; note: some results filed as inactive read as strong as hits
CHRM5 agonist: CHRM5 agonism in calcium assay | activation, % at 3 µM | CHO-K1 hM5 cells, Fluo-8 calcium fluorescence; 0% DMSO wells, 100% maximal acetylcholine response | 360,000 compounds, 0.19% hits | AID 624037 | P08912;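 active = activation above the run's mean over test compounds plus 3 SD, cut at about 23% in these data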;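 note: signal is peak over basal fluorescence ratio across the kinetic read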
M5 antag: blocks acetylcholine activation of human M5 receptor; P08912; CHO-hM5 cells, Fluo-8 calcium fluorescence, ACh EC80; inhibition, % at 3 µM; 360,000 compounds, 0.59% hits; AID 624040;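 active = inhibition above a per-plate cutoff, the mean of that plate's test compounds plus 3 SD, cut at about 27% in these data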;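 note: 0% = acetylcholine EC80 with DMSO and 100% = DMSO without agonist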
CHRM1 PAM: positive allosteric modulators of human M1 muscarinic receptor | activation, % at 3 µM | P11229 | CHO-K1 hM1, Fluo-8 calcium fluorescence, ACh EC20; 0% = ACh EC20, 100% = maximal ACh | 360,000 compounds, 0.088% hits; in the data active = activation above about 19%, passing the limit was not always enough
CRFBP-R2 agonist: agonists of human CRF-binding protein/CRF-R2 receptor complex | HEK293 CRF-R2/CRF-BP, calcium dye fluorescence (FLIPR); percent of saturating CRF peptide response | activation, % at 13.2 µM | 350,000 compounds, 0.46% hits | AID 588473;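 active = activation of at least 50%, plus an integration ratio under a set limit after plate pattern correction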;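 note: plate controls were neutral control wells without compound for no effect and CRF at EC100 for full effect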
M4 ag: agonists of human muscarinic M4 receptor (CHRM4) | P08173 | activation, % at 3 µM | CHO-K1 hM4/Gqi5, Fluo-8 calcium fluorescence; vehicle 0%, full acetylcholine response 100% | 360,000 compounds, 0.14% hits;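 active = activation above the run mean over all test wells plus 3 SD, cut at about 32% in these data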;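 note: peak over basal fluorescence ratio per well then scaled between controls; 0% = DMSO wells and 100% = acetylcholine at EC100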
Starred values were filed as active, the others as inactive; . = not tested or not shown.

Every second line gives: M5 PAM	CRFBP-R2 block	CHRM4 antagonist	CHRM4 PAM	CHRM5 agonist	M5 antag	CHRM1 PAM	CRFBP-R2 agonist	M4 ag
(1) CCOC(=O)C1=C(COC(=O)/C=C/c2ccc(SC)cc2)NC(=O)NC1C (stereo unspecified)
    -3	-40	-2	-2	1	-2	-2	6.8	11
(2) CCC1(C)CC(=O)N(c2ccc(C(=O)O)c(O)c2)C1=O (stereo unspecified)
    -2	-13	-2	3	-1	-3	7	-0.5	0
(3) CCn1cc(CN2CCN(Cc3ccc(C)o3)C(CCO)C2)c2ccccc21 (stereo unspecified)
    10	1	7	2	-2	0	6	0.5	1
(4) OC(COc1ccc(Br)cc1)CN1CCC(Cc2ccccc2)CC1 (stereo unspecified)
    -9	-36	5	-13	-7	10	-17	2.3	8
(5) COc1ccccc1Oc1c(C)oc2c(CN3CCOCC3)c(O)ccc2c1=O
    -7	-6	-4	-2	-4	3	2	0.7	0
(6) CCC(C)NC(=O)C1(C)CCC(=O)N1Cc1ccccc1OC (stereo unspecified)
    1	1	2	7	-1	-3	8	-0.7	0
(7) O=C(CCC(=O)OCC(=O)c1ccc([N+](=O)[O-])cc1)Nc1ccccc1Cl
    0	8	-8	3	-2	7	8	-1.0	1
(8) O=C(CCc1ccccc1)NCCC1=CCCCC1
    9	18	-2	12	-5	4	0	4.0	-1
(9) Cc1cc(NC(=O)COC(=O)CCn2c(C)csc2=O)c([N+](=O)[O-])cc1C
    -7	-21	-7	3	1	9	2	0.1	7
(10) Cc1nc2ccccc2c(=O)n1C1CCCCCC1
    -3	0	-11	3	-3	-6	7	-2.1	1
(11) Cc1ccc(-c2nc3c(c(=O)[nH]c(=O)n3Cc3ccccc3)n2Cc2ccccc2)o1
    -5	-37	6	-10	1	17	-5	1.7	12
(12) O=C1C=C(NCCOC23CC4CC(CC(C4)C2)C3)C2(CCCCC2)O1
    -5	0	3	2	4	14	3	0.4	0
(13) COc1ccc(-c2coc3c(C(=O)NCC(C)C)cccc23)c(C)c1
    1	.	-3	0	1	-8	-8	.	1
(14) CC1CCN(CC(=O)N2c3ccccc3CCc3ccccc32)CC1
    -14	-20	24	-19	-8	12	-27	-0.5	1
(15) Cn1c(SCC(=O)Nc2ccc3c(c2)oc2ccccc23)nnc1-c1ccccc1
    -3	7	-5	5	2	-3	3	0.5	1
(16) O=C(O)c1ccccc1N/N=C/C1=C(N2CCOCC2)C(=C\c2ccccc2)/CC1
    16	-15	1	10	4	-5	13	8.8	1
(17) Cc1ccc(NC(=O)Cc2n[nH]c(=S)n2C)cc1
    -3	11	3	-2	3	6	0	-0.3	-1
(18) CC(C)(CNS(=O)(=O)c1cccs1)N1CCOCC1
    -6	11	2	2	-2	12	12	0.8	4
(19) Cc1nc(SCc2ccc(C(=O)O)cc2)c2c(C)c(C)sc2n1
    5	7	-1	6	-1	-4	1	-1.7	1
(20) Cc1cnc(C)c(Nc2nc(C(N)CCc3ccccc3)cs2)n1 (stereo unspecified)
    -2	.	-4	-1	4	1	1	.	13

Reformatted: entries from further up.
No.	SMILES	M5 PAM	CRFBP-R2 block	CHRM4 antagonist	CHRM4 PAM	CHRM5 agonist	M5 antag	CHRM1 PAM	CRFBP-R2 agonist	M4 ag
7	O=C(CCC(=O)OCC(=O)c1ccc([N+](=O)[O-])cc1)Nc1ccccc1Cl	0	8	-8	3	-2	7	8	-1.0	1
8	O=C(CCc1ccccc1)NCCC1=CCCCC1	9	18	-2	12	-5	4	0	4.0	-1
9	Cc1cc(NC(=O)COC(=O)CCn2c(C)csc2=O)c([N+](=O)[O-])cc1C	-7	-21	-7	3	1	9	2	0.1	7

(further entries)
Every second line gives: M5 PAM	CRFBP-R2 block	CHRM4 antagonist	CHRM4 PAM	CHRM5 agonist	M5 antag	CHRM1 PAM	CRFBP-R2 agonist	M4 ag
(21) CCCCNC(=O)c1ccc(S(=O)(=O)c2ccc(Cl)cc2)c(NC(C)=O)c1
    1	-17	-12	1	0	-12	0	2.8	2
(22) COc1ccc(-n2nc(C(=O)NCc3ccco3)c3c4ccccc4n(C)c3c2=O)cc1
    -4	-25	-3	-2	-1	-7	12	2.9	2
(23) CC(CNCCCn1cnc2c(OCc3ccccc3)ncnc21)c1ccccc1 (stereo unspecified)
    -6	-30	9	-12	-2	-11	-15	-2.1	3
(24) CCOC(=O)C1CCCN(C2=NC(=O)/C(=C/c3ccc(N(C)C)cc3)S2)C1 (stereo unspecified)
    -7	-46	-5	-9	11	7	-2	69*	41*
(25) CC1CN(CC(=O)Nc2cccc(C(=O)Nc3cccc(C(F)(F)F)c3)c2)CC(C)O1 (stereo unspecified)
    -20	-32	-10	-4	3	0	-3	2.8	12
(26) O=Cc1nc(-c2ccccc2Cl)n2ccccc12
    4	-7	5	8	3	-5	5	-1.2	2
(27) CN(Cc1ccccc1)C(=O)[C@@H]1CCCN1S(=O)(=O)c1ccc(Cl)cc1
    2	-8	8	-3	0	6	13	-1.8	0
(28) CC(C)c1cc(C(=O)Nc2sc3c(c2C#N)CCC3)no1
    -4	-15	-6	5	0	-1	6	8.2	1
(29) O=C(CC[C@H]1O[C@@H](n2cnc3c(NC(=O)c4ccccc4)ncnc32)[C@H](O)[C@@H]1O)NCc1ccco1
    2	.	6	-4	1	7	-1	.	1
(30) CCOC(=O)C(=O)Cc1nc(OCc2ccccc2)cc(OCc2ccccc2)n1
    10	-5	-7	6	-1	13	6	2.9	-1
(31) O=C(NN=C1C2CC3CC(C2)CC1C3)c1cc(Cl)ccc1O
    -5	3	-1	0	3	-1	1	1.5	10
(32) Cc1cc(C)cc(C(=O)N2CCN(c3ccccn3)CC2)c1
    1	-2	-21	15	3	1	-2	-0.8	6
(33) O=C1CC(Nc2cc(=O)[nH]c(=O)[nH]2)C(=O)N1c1ccccc1Cl (stereo unspecified)
    2	82*	0	11	2	8	11	2.4	0
(34) Cc1cc(C)c(C#N)c(SCc2nc3ccccc3[nH]2)n1
    10	1	8	0	-5	-2	1	-2.7	1
(35) CCOC(=O)c1sc2cc([N+](=O)[O-])cc(SCC(C)C)c2c1N
    -5	-69	5	5	1	5	2	33	2
(36) Cc1ccsc1/C=C1\SC(N)=NC1=O
    2	3	2	9	-2	3	1	-2.8	1
(37) COc1cc(C(=O)N(CCc2ccccc2)C2CC3CCC(C2)N3C)cc(OC)c1OC (stereo unspecified)
    -10	-2	1	-8	-11	1	-6	-0.4	0
(38) CCOC(=O)C(Cc1c(F)cccc1F)(NC(C)=O)C(=O)OCC
    -4	-4	4	-5	-3	0	-2	-0.3	0
(39) CCOC(=O)C1(CC2CCCCO2)CCN(C(=O)Nc2ccc(C(=O)OC)cc2)CC1 (stereo unspecified)
    -13	8	2	-23	8	7	6	0.6	15
(40) CC12CCC(c3c(C(=O)Nc4nccs4)nn(-c4ccccc4)c31)C2(C)C (stereo unspecified)
    11	0	-7	5	0	-9	14	-2.7	-2
(41) COc1ccc(-n2c(CCc3ccccc3)n[nH]c2=S)cc1
    -2	-6	2	3	-14	14	2	-2.2	1
(42) Cc1ccccc1-c1csc(C(O)(c2ccccc2)C(F)(F)F)n1 (stereo unspecified)
    -8	.	-2	-6	-3	0	-1	.	-2
(43) O=C(CSc1nnnn1C1CCCCC1)N1CCCC1
    -5	6	8	-6	-2	13	-1	-1.2	0
(44) COc1ccc(C(CC(=O)N2CCCC2)c2c(OC)cc(OC)c3c(-c4ccccc4)cc(=O)oc23)cc1 (stereo unspecified)
    -5	12	-8	-4	-9	5	-6	-0.6	3
(45) Cc1nc2sccn2c(=O)c1S(=O)(=O)NCC1CCN(Cc2ccccc2Cl)CC1
    -10	1	34*	-22	-10	7	-36	3.3	0
(46) Nc1nc(SCc2ccc(F)cc2)ns1
    7	1	0	1	-2	-2	6	-0.2	1
(47) CCOCCCn1cnc2c(c1=O)c1nc3ccccc3nc1n2-c1ccccc1
    1	25	-8	3	1	-7	2	0.9	0
(48) CC(C)(C)OC(=O)N1CCc2onc(-c3ccc([N+](=O)[O-])cc3)c2C1=O
    2	-13	-1	-4	1	4	6	0.8	2
(49) O=C1CC(=O)C(n2cncn2)C(c2c(F)cccc2Cl)C1 (stereo unspecified)
    -2	-3	2	-3	-2	1	9	-1.4	-1
(50) Cc1ccc(-n2c(Cn3nc(C(F)(F)F)cc3C)n[nH]c2=S)cc1
    1	-10	0	-2	-1	-1	-2	-3.3	1
(51) CCOC(=O)c1ccc(CNC(=O)C(Cc2c[nH]c3ccccc23)NC(C)=O)o1 (stereo unspecified)
    -1	8	1	4	2	-6	6	-2.0	0
(52) CCCC(=O)OCC(=O)Nc1cc(Cl)ccc1[N+](=O)[O-]
    -1	9	4	0	-1	9	6	-1.8	0
(53) CCOc1ccc(/C=N/n2c(SC)nnc(C(C)(C)C)c2=O)cc1
    3	-20	-4	6	-2	-9	3	-1.4	0
(54) Nc1nonc1-n1nnc(C(=O)N/N=C/c2ccccc2)c1CN1CCc2ccccc21
    1	-5	-17	-4	-1	15	16	0.0	-1
(55) CC(=O)c1cccc(CN2CCCCC2C(=O)Nc2ccc(Oc3ccccc3)nc2)c1 (stereo unspecified)
    -6	-4	0	-8	-6	6	-13	-0.4	4
(56) COC(=O)c1ccc2c(=O)n(C3CCCCC3)c(SCC#N)nc2c1
    -4	-135	3	3	-2	5	8	1.0	0
(57) Nc1nonc1NC(=O)NN=C1CCCCC1
    2	6	-3	7	1	0	9	-2.0	1
(58) CC(=O)Nc1ccc(Cl)cc1C1COC(=O)C1=N (stereo unspecified)
    3	3	-1	-2	-2	0	7	0.1	0
(59) Cc1cccc(NC(=O)NC2CCCCCCC2)c1
    -3	-1	10	-6	1	1	0	-0.7	8
(60) COc1cccc(-c2cnc3c(NC(C)=O)cc(-c4ccncc4)cn23)c1
    -1	.	-9	1	-1	-8	7	.	3
(61) Brc1ccc(-c2nnc3sc(CN4CCc5ccccc5C4)cn23)cc1
    -2	-5	-4	-2	3	10	4	-1.2	0
(62) O=C(O)/C=C/C(=O)NNC(=O)c1ccc(Br)cc1
    -3	4	4	10	1	1	6	0.4	-1
(63) Cc1cccc(NC(=O)N2C3CCCC2CC(NC(=O)C(C)(C)C)C3)c1 (stereo unspecified)
    3	-7	3	-2	-22	0	-3	-0.4	1
(64) COc1ccc2c(c1OC)C(=O)N(c1ccc(O)cc1)C2
    5	15	-2	-1	-3	6	11	-3.0	1
(65) COc1ccccc1CC(=O)Nc1ccc(S(=O)(=O)N2CCN(C)CC2)cc1
    4	-5	-6	3	-5	0	5	-0.7	1
(66) COc1ccc(C2=NC(C(F)(F)F)(C(F)(F)F)c3c(n(C)c(=O)n(C)c3=O)N2)cc1
    1	13	-15	13	-1	-14	7	5.8	2
(67) Nc1nn2c(-c3ccccc3)cc(=O)[nH]c2c1N=Nc1ccc(O)cc1
    7	-105	-13	10	-2	-14	9	97*	0
(68) CCn1c(-c2ccc(-c3ccccc3)cc2)c[nH]c1=S
    -12	-17	19	-12	-5	7	-20	0.9	0
(69) Cc1cccc(NC(=O)CCNS(=O)(=O)c2ccc3[nH]c(=O)oc3c2)c1
    -3	-6	-1	-4	1	-1	2	2.2	0
(70) Clc1cccc(Cl)c1Cn1c(-c2cccnc2Cl)nc2ccccc21
    3	-12	6	2	-5	2	17	-0.9	-1
(71) COc1ccc(-n2ccnc2SCC(=O)Nc2ccccc2)cc1
    -3	18	9	-9	-2	0	-4	1.8	0
(72) CCOC(=O)[C@H]1[C@H]2COc3ccc(Br)cc3[C@@H]2N2C(=O)CN(Cc3ccc(Cl)cc3)C(=O)[C@@]12C
    1	16	-10	5	4	1	4	5.1	1
(73) CCCCn1nnnc1SCC(=O)c1cc(Cl)ccc1OC
    1	0	-4	-1	-10	4	-6	1.1	-1
